High-throughput results as filed in PubChem.
Hsp70 displacement = small molecules displacing fluorescent ligand from Hsp70 – biochemical, fluorescence polarization, primary screen (AID 583). displacement, % at 20 µM, or IC50 in µM where a hit was titrated. Hsp70 fluorescence polarization probe displacement, mP; higher % means a stronger effect. 140,000 tested, 0.06% active; in the data active means displacement above about 50%;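 further: plate controls were vehicle for no effect and reference ligand for full effect; a part of the inactive calls stands beside numbers as strong as those of hits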
Rat MKP-3 inhibitors = inhibition of rat DUSP6 enzyme activity – biochemical, in vitro, primary screen (AID 425); 110,000 tested, 0.17% active; recombinant MKP-3 phosphatase activity, fluorescence; higher % means a stronger effect; inhibition, % at 20 µM, or IC50 in µM where a hit was titrated; in the data active means inhibition above about 50%;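 further: plate controls were vehicle for no effect and reference inhibitor for full effect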
An asterisk follows results filed as active; x = no result given; & = joins results of further samples. An excerpt. The share of hits here may be higher or lower than overall.

SMILES	Hsp70 displacement	Rat MKP-3 inhibitors
CCCNC(=O)c1cc(-c2ccc(Br)cc2)on1	-0.5%	9.8%
COc1ccc(NC(=O)CSc2ccccn2)cc1	0.3%	0.1%
COc1ccc2c(c1)CCc1c(C(=O)N3CCc4ccccc4C3)noc1-2	-4.3%	11.2%
Cc1oc(-c2ccccc2)cc1C(=O)Nc1ccc(N(C)C)cc1	-0.8%&2.3%	4.5%
O=C(N/N=C/c1ccc(F)cc1)C(=O)Nc1cccc(Cl)c1	3.2%	-1.5%
Cc1ccc(N(CC(=O)N2CC(=O)Nc3ccccc32)S(=O)(=O)c2ccc3c(c2)OCCO3)cc1	x	-2.1%
COc1ccc(C2CC(=O)C3=C(C2)Nc2ccccc2NC3c2ccc(C)o2)cc1 (stereo not drawn)	2.1%	2.4%
CCOC(=O)C1CCC2(CC1)C(C#N)=C(N)Oc1n[nH]c(C)c12 (stereo not drawn)	-3.2%	x
Cc1cc(=O)[nH]c(N2CCCC2)n1	-4.0%	-4.9%
Cc1nnc(NC(=O)CSc2nc3ccccc3o2)s1	-6.4%	x
COc1cccc(NC(=O)c2cc(-c3ccc(OC)c(OC)c3)nc3ccccc23)c1	7.2%	0.0%
O=C1CCC(C(=O)OCc2cc(Cl)ccc2OC(F)F)N1 (stereo not drawn)	1.3%	-10.4%
Cc1cc(-c2nc3ncccc3o2)ccc1NC(=O)CC(C)C	0.1%	-5.2%
O=S(=O)(Nc1nc2ccccc2nc1NCc1ccco1)c1cccs1	6.9%	7.3%
Cc1c(-c2ccccc2)sc(Br)c1C(=O)N1CCOCC1	1.9%	x
CN1C(=O)CC(N2CCN(C/C=C/c3ccccc3)CC2)C1=O (stereo not drawn)	0.6%	-1.5%
Brc1cccc(/C=N\n2cnnc2)c1	5.7%	-3.3%
CCOc1ccc(S(=O)(=O)n2cnc3cc([N+](=O)[O-])ccc32)c2ccccc12	-0.3%	2.9%
O=C(N/C(=C/c1cccs1)C(=O)N1CCOCC1)c1ccccc1	4.8%	0.5%
CC(=O)c1cccc(NC(=O)c2cc(-c3ccc(F)cc3)on2)c1	-0.6%	13.4%
O=C(c1ccco1)N1CCN(c2ncnc3c2[nH]c2ccccc23)CC1	5.0%	0.7%
COc1cc2ccccc2cc1C(=O)Nc1cccc(S(N)(=O)=O)c1	-2.6%	4.2%
COCCn1nnnc1C(c1cc2cc(OC)ccc2[nH]c1=O)N1CCC(Cc2ccccc2)CC1 (stereo not drawn)	-5.6%	6.6%
CCN1CCCC1CNC(=O)C1c2ccccc2C(=O)N(CCOC)C1c1ccc(F)cc1 (stereo not drawn)	-2.9%	-1.6%
Cc1nnc(SCCCN2C(=O)c3ccccc3C2=O)o1	5.2%	-2.6%
O=C(NCc1ccncc1)C1CCCC1	5.5%	-3.6%
COCC(=O)Nc1nnc(Cc2ccc(OC)cc2)s1	0.9%	x
COc1ccc(N(CC(=O)NCc2ccco2)S(=O)(=O)c2c(C)nn(C)c2C)cc1	0.0%	-2.0%
O=C1CC(c2ccccc2)CC2=C1C(c1ccc(OC(F)(F)F)cc1)Nc1ccccc1N2 (stereo not drawn)	4.0%	0.0%
O=C(NCCO)C1(c2ccccc2)CCCC1	-3.5%	3.5%
O=c1c2ccccc2c2ccccc2c(=O)n1Cc1ccco1	3.7%	-5.3%
CC1CCN(C2CC(=O)N(c3ccc(Br)cc3Br)C2=O)CC1 (stereo not drawn)	x	-19.1%
C=C(C)C1CCC(C)=C1CC(C)(C)/C=N\n1cnnc1 (stereo not drawn)	9.6%&0.4%	-0.8%&0.6%
O=C(CN1CCOCCOCCOCCOCC1)Nc1ccccc1	1.1%	x
CN(CCCNC(=O)C1CCN(S(=O)(=O)N2CCC3(CC2)OCCO3)CC1)Cc1ccccc1	x	2.3%
CCOC(=O)c1c(C)[nH]c(C(=O)C(C)Sc2ccc(Cl)cc2)c1C (stereo not drawn)	3.5%	x
O=C(CN1C(=O)c2cccc3cccc1c23)N1CCN(c2ccc(F)cc2)CC1	-3.2%	-3.9%
COC(=O)CCC(=O)c1ccc(C(C)(C)c2ccc(C(=O)CCC(=O)OC)s2)s1	4.3%	-0.7%
O=C(Nc1cc2c(s1)CCCC2)c1ccccc1	-0.4%	2.1%
COc1ccc(OC)c2c(C)cc(N3CCN(C(=O)c4ccc(Cl)cc4)CC3)nc12	-6.6%	x

Fetched by structure from the list above (3):
SMILES	Hsp70 displacement	Rat MKP-3 inhibitors
O=c1c2ccccc2c2ccccc2c(=O)n1Cc1ccco1	3.7%	-5.3%
O=C(c1ccco1)N1CCN(c2ncnc3c2[nH]c2ccccc23)CC1	5.0%	0.7%
O=C(CN1CCOCCOCCOCCOCC1)Nc1ccccc1	1.1%	x

Other compounds follow:
SMILES	Hsp70 displacement	Rat MKP-3 inhibitors
O=C(Cc1cccs1)NCc1ccccc1F	2.9%	-1.5%
Cc1cccc(OCCOc2ccccc2/C=N/n2cnnc2)c1	-0.4%	2.4%
CSc1nncc(-c2ccc(F)c(F)c2)n1	2.7%	0.3%
O=[N+]([O-])c1cc(-c2ccn[nH]2)c(Cl)cc1Cl	4.9%	0.2%
COc1ccc(S(=O)(=O)N2CCCC2C(=O)Nc2ccc(C)cc2)cc1 (stereo not drawn)	2.7%	-0.5%
O=C(O)c1cc2n(n1)C(C(F)(F)F)CC(c1cccs1)N2 (stereo not drawn)	1.1%	1.2%
O=S1(=O)C[C@@H](O)[C@@H](Nc2ccc(Cl)cc2)C1	4.8%	x
CN(Cc1ccccc1)C(=O)CSc1nc2ccccc2c(=O)n1Cc1ccco1	0.5%	12.5%
COc1ccccc1/C=C/CN1CCOCC1	0.4%	4.9%
Cc1ccc(-c2[nH]nc3c2C(c2ccoc2)C(C#N)=C(N)O3)cc1C (stereo not drawn)	2.9%	0.6%
Cc1ccc(CNC(=O)Cc2cccs2)cc1	3.1%	x
CCC(CC)C1C(C#N)=C(N)Oc2cc(C)oc(=O)c21 (stereo not drawn)	2.4%	x
CC1CCCC(C)N1C(=O)c1ccc(I)cc1 (stereo not drawn)	3.7%	0.7%
COc1ccccc1-c1nnc(NC(C)=O)s1	0.6%	-1.6%
O=C(NCCc1ccccc1Cl)C1CC(=O)N(c2ccccc2)C1 (stereo not drawn)	x	2.2%
O=C(O)CC(Cc1ccc(Br)cc1)C(=O)NCc1ccccc1 (stereo not drawn)	2.2%	-2.7%
CCOc1ccccc1-n1cnc2cc(C(=O)NCc3ccco3)ccc21	1.6%	x
O=[N+]([O-])c1ccc(/C=N/N/C(=N/c2ccccn2)c2ccccn2)cc1	0.2%	x
COc1ccc(NC(=O)c2ccc(Cl)c(Cl)c2)cc1OC	1.0%	-2.4%
N#CCCN1CCN(C2=NC(=O)C(=C3CCCCC3)S2)CC1	1.4%	-1.3%

Laid out differently: results already given.
Hsp70 displacement	Rat MKP-3 inhibitors	SMILES
4.3%	-0.7%	COC(=O)CCC(=O)c1ccc(C(C)(C)c2ccc(C(=O)CCC(=O)OC)s2)s1
2.1%	2.4%	COc1ccc(C2CC(=O)C3=C(C2)Nc2ccccc2NC3c2ccc(C)o2)cc1 (stereo not drawn)
4.8%	0.5%	O=C(N/C(=C/c1cccs1)C(=O)N1CCOCC1)c1ccccc1
0.9%	x	COCC(=O)Nc1nnc(Cc2ccc(OC)cc2)s1
0.6%	-1.5%	CN1C(=O)CC(N2CCN(C/C=C/c3ccccc3)CC2)C1=O (stereo not drawn)

The list goes on.
SMILES	Hsp70 displacement	Rat MKP-3 inhibitors
CCOC(=O)c1cnc(-n2nc(C)cc2C)nc1NCCO	-0.7%	x
O=C1S/C(=C\c2ccc(O)cc2)C(=O)N1Cc1ccccc1	2.5%	2.0%
COc1cccc(NC2=C(Cl)C(=O)N(c3ccc(C)cc3C)C2=O)c1	-4.6%	-1.2%
O=C(Nc1nncs1)c1ccc(S(=O)(=O)c2ccccc2)cc1	6.4%	-2.3%
CCc1ccc(NC(=O)N(C2CCCCC2)C(C)c2cccnc2)cc1 (stereo not drawn)	3.6%	x
CC1=CC(=O)C=C(C)C1=NOC(=O)c1cccc([N+](=O)[O-])c1	5.2%	x
CC(C)Cn1cnc2c(c1=O)c1nc3ccccc3nc1n2Cc1ccc2c(c1)OCO2	1.1%	-1.4%
CCN(CC)C(=O)Sc1nc2ccccc2s1	-0.5%	0.1%
O=C1CC(N2CCN(C(c3ccccc3)c3ccccc3)CC2)C(=O)N1Cc1ccc(N2CCCC2=O)cc1 (stereo not drawn)	6.8%	x
COc1cccc(NC(=O)c2sc3cc(C)ccc3c2Cl)c1	-6.2%	3.0%
CC(C)N(Cc1nc(-c2ccc(Cl)cc2)no1)C(=O)C(c1ccccc1)c1ccccc1	1.1%	x
CCc1c(C)[nH]n(-c2ccc(Oc3ccccc3)c(S(=O)(=O)O)c2)c1=O	-8.7%	-18.8%
Cc1c(NC(=O)C(C)OC(=O)[C@@H](NC(=O)c2ccccc2)C(C)C)c(=O)n(-c2ccccc2)n1C (stereo partly drawn)	1.4%	x
CC(=O)Nc1ccc(NC(=O)CN(C)CCC#N)cc1	-0.3%	-4.8%
O=C(c1cnsn1)N1CCN(c2ccccn2)CC1	-7.2%	-2.3%
CCOC(=O)c1nn(-c2ccc(OC)cc2)c(=O)c2c(NC(=O)c3ccco3)scc12	-4.0%	-1.5%
Cc1ccc(NC2=CC(=O)CC(C)(C)C2)c(N)c1	-1.9%	-0.8%
FC(F)(F)COc1nc(N2CCOCC2)nc(N2CCN(c3ccccc3)CC2)n1	-2.3%	-2.8%
COc1ccccc1CN1CCN(C(=O)c2ccncc2)CC1	-0.8%	x
CC1=C(C#N)c2nc(N)c(C#N)c(C)c2/C1=C\c1ccccc1	2.4%	-8.0%

Part of the list above in another layout:
SMILES,Hsp70 displacement,Rat MKP-3 inhibitors
CCN1CCCC1CNC(=O)C1c2ccccc2C(=O)N(CCOC)C1c1ccc(F)cc1 (stereo not drawn),-2.9%,-1.6%
O=S1(=O)C[C@@H](O)[C@@H](Nc2ccc(Cl)cc2)C1,4.8%,x
CSc1nncc(-c2ccc(F)c(F)c2)n1,2.7%,0.3%

Carrying on:
SMILES	Hsp70 displacement	Rat MKP-3 inhibitors
O=C(Nc1ccc(N2CCN(C(=O)c3cccs3)CC2)c(Cl)c1)c1ccco1	2.0%	x
Fc1ccc(OCc2nnc(SCCN3CCOCC3)o2)cc1	-0.8%	x
Cc1cc(Cl)c(OCCCSc2nc(C)cc(=O)[nH]2)c(Br)c1	3.5%	x
COc1ccc(C(=O)O/N=C(\N)c2ccc(OC)c(OC)c2)cc1OC	-7.1%	4.1%
CCCCCCOc1ccc(/C(N)=N/O)cc1	1.5%	1.0%
CCOc1cc(C2/C(=C(\O)c3ccc(C)cc3)C(=O)C(=O)N2c2nncs2)ccc1O (stereo not drawn)	-4.9%	3.3%
NC(=O)c1ccccc1NC(=O)CS(=O)(=O)Cc1ccccc1	4.3%	-14.7%
CC(C)Cn1c(N)c(C(=O)CSc2ccc3c(c2)OCCO3)c(=O)n(C)c1=O	3.2%	-3.3%
COc1ccc(C2Nc3ccccc3NC3=C2C(=O)CC(c2ccccc2)C3)cc1 (stereo not drawn)	-0.5%	2.2%
COc1ccccc1C/C(N)=N/OC(=O)c1ccc(Br)cc1	3.2%	2.0%
CCOC(=O)c1c(C)n(C)c2c(C)cc(O)c(OC(C)=O)c12	2.7%	0.3%
Cn1c(=O)c(=O)n(C)c2cc(S(=O)(=O)N3CCOCC3)ccc21	-2.0%	-2.9%
CCOC(=O)c1cnc(SCC)[nH]c1=O	8.2%	0.5%
CN1C(=O)/C(=C\c2ccc(Sc3ccc(Cl)cc3)o2)SC1=S	-8.9%	8.1%
O=C(Nc1ccc(Cl)cc1)c1ccccc1C(F)(F)F	-4.0%	1.1%
COc1ccccc1NC(=O)CN(Cc1ccco1)C(=O)c1ccc(-n2nc(C)cc2C)cc1	8.1%	3.0%
CC(c1ccccc1)N1CC(C(=O)N2CCN(c3ccc(F)cc3)CC2)CC1=O (stereo not drawn)	-3.2%	x
C/[N+]([O-])=C\c1coc2ccccc2c1=O	0.0%	x
CCOC(=O)c1c(N)sc2c1CCN(C(=O)OCC)C2	-2.4%	0.4%
CCC(C)NC(=O)CN(c1cccc(Br)c1)S(=O)(=O)c1ccccc1 (stereo not drawn)	4.6%	-1.6%
CCCCN(C)C(=O)c1cc2cc3ccc(OC)cc3nc2s1	5.0%	x
Cc1nnc(NC(=O)c2ccc(S(=O)(=O)N(C)Cc3ccccc3)cc2)o1	5.0%	-5.0%
Cc1ccc(-n2ccnc2SCC(=O)O)c(C)c1	2.4%	x
CC(C)(C)c1nc(CN2CCOCC2)cc(CN2CCOCC2)c1O	-0.2%	x
Cc1ccc(S(=O)(=O)NCC(c2ccccc2)N2CCOCC2)cc1 (stereo not drawn)	-5.5%	-1.3%
COc1cc(C(=S)N2CCCC2)cc(Cl)c1O	2.9%	-8.0%
O=C(CCn1ccc2ccccc21)NC1CCCc2ccccc21 (stereo not drawn)	-3.1%	x
CC(C)(C)C1CCc2onc(C(=O)N3CCOCC3)c2C1 (stereo not drawn)	2.8%	-2.6%
Cc1cccc(OCCn2c(S(=O)(=O)O)nc3ccccc32)c1	0.3%	x
O=c1oc2ccccc2c(O)c1/C=N/c1ccccn1	0.5%	5.4%
CCOC(=O)c1c(NC(=O)COc2ncnc3sccc23)sc2c1CCC2	0.2%	0.7%
COC(=O)CCC(=O)Nc1ccccc1C(=O)Nc1ccccc1	6.9%	x
Cc1cc2nnc(SCC(=O)NCc3cccs3)n2c(N)n1	1.7%	-13.4%
O=C(c1cccc(F)c1)N1CCN(Cc2cccc(F)c2)CC1	0.7%	2.7%
COc1ccc(NC(=O)c2cccc(NC(=O)C(C)(C)C)c2)cc1	13.5%	-0.4%
Cn1c(=O)oc2cc(S(=O)(=O)N3CCCC(C(=O)N4CCc5ccccc5C4)C3)ccc21 (stereo not drawn)	2.3%	1.2%
COc1ccc(C(=O)/C=C/C=C(Cl)Cl)cc1	3.2%	-6.5%
CCC(C)(C)n1nnnc1CN(Cc1ccco1)Cc1cc2cc3c(cc2[nH]c1=O)OCO3	-3.7%	-10.6%
O=c1nc(/C=C/c2ccc(Cl)cc2)cc(C(F)(F)F)[nH]1	2.4%	14.4%
